Compound activity deposited in PubChem BioAssay by several laboratories.
IMP-1 inhibitor – blocks Pseudomonas aeruginosa IMP-1 metallo-beta-lactamase; inhibition, % at 5.6 µM; hit rate 0.45% among 290,000; AID 1556; purified IMP-1, nitrocefin hydrolysis, epi-absorbance fluorescence;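 active = inhibition above the mean plus 3 SD of all compounds in the same screening run, cut at about 4.5% in these data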;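 note: 0% = IMP-1 with DMSO and 100% = DMSO wells lacking enzyme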
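Test system: recombinant IMP-1 enzyme, purified / Medium: HEPES buffer pH 7.1 with ZnSO4 and Brij 35 / Doses: single dose, 5.6 µM / Times: 25 °C, 15 min preincubation, 25 min reaction / Detection: Epi-absorbance via hydrolysed-nitrocefin quenching of white-plate fluorescence, 480/530 nm, EDTA stop / Evaluation: percent inhibition from optical density relative to buffer-blank wells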
NS3 helicase inh – inhibitors of Hepatitis C virus NS3 helicase; hit rate 0.56% among 290,000; NS3 helicase DNA unwinding, Cy5 molecular beacon fluorescence; inhibition, % at 10.9 µM;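 active = inhibition above the mean of all tested compounds plus 3 SD, set per campaign, cut at about 35% in these data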;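 note: 0% = DMSO wells and 100% = thioflavine S control wells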
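Assay system – hepatitis C virus NS3 helicase domain fragment enzyme · Buffer or medium – MOPS pH 6.5, MgCl2, DTT, Tween20, BSA · Reagent – Cy5/quencher beacon DNA duplex and ATP to start · Compound – single 10.9 µM dose · Timing – 1 h at 25 °C · Technique – Cy5 beacon fluorescence read at start and 1 h · Measure – % inhibition of unwinding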
VIM-2 inh – blocks Pseudomonas aeruginosa VIM-2 metallo-beta-lactamase. purified VIM-2, nitrocefin hydrolysis, epi-absorbance fluorescence. inhibition, % at 5.6 µM. hit rate 0.89% among 290,000;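 active = inhibition above the mean of all tested compounds plus 3 SD, cutoff set per screening run, cut at about 7.5% in these data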;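 note: red hydrolysis product quenches plate fluorescence so inhibitors raise well fluorescence; 0% = enzyme with DMSO and 100% = DMSO without enzyme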
PHOSPHO1 block – PHOSPHO1 (human) inhibition; inhibition, % at 13.3 µM; Q8TCT1; hit rate 1.1% among 290,000; AID 1565; recombinant PHOSPHO1, absorbance phosphatase assay; in the data active = inhibition above about 60%
pCIP destab – p/CIP protein destabilization; AID 1984; hit rate 0.01% among 290,000; F442A p/CIP-EGFP cells, EGFP fluorescence, 16 h; decrease of EGFP signal, % at 10 µM; Q05BA5;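 active = EGFP signal decrease of at least 30% at 10 µM or well 3 SD below plate mean, unless failing retest; inactive = the rest, including hits failing retest or dose response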; note: some compounds called inactive have numbers as strong as hits; many of its hits are not listed in these tables
Target sequence (Q05BA5 1-1403): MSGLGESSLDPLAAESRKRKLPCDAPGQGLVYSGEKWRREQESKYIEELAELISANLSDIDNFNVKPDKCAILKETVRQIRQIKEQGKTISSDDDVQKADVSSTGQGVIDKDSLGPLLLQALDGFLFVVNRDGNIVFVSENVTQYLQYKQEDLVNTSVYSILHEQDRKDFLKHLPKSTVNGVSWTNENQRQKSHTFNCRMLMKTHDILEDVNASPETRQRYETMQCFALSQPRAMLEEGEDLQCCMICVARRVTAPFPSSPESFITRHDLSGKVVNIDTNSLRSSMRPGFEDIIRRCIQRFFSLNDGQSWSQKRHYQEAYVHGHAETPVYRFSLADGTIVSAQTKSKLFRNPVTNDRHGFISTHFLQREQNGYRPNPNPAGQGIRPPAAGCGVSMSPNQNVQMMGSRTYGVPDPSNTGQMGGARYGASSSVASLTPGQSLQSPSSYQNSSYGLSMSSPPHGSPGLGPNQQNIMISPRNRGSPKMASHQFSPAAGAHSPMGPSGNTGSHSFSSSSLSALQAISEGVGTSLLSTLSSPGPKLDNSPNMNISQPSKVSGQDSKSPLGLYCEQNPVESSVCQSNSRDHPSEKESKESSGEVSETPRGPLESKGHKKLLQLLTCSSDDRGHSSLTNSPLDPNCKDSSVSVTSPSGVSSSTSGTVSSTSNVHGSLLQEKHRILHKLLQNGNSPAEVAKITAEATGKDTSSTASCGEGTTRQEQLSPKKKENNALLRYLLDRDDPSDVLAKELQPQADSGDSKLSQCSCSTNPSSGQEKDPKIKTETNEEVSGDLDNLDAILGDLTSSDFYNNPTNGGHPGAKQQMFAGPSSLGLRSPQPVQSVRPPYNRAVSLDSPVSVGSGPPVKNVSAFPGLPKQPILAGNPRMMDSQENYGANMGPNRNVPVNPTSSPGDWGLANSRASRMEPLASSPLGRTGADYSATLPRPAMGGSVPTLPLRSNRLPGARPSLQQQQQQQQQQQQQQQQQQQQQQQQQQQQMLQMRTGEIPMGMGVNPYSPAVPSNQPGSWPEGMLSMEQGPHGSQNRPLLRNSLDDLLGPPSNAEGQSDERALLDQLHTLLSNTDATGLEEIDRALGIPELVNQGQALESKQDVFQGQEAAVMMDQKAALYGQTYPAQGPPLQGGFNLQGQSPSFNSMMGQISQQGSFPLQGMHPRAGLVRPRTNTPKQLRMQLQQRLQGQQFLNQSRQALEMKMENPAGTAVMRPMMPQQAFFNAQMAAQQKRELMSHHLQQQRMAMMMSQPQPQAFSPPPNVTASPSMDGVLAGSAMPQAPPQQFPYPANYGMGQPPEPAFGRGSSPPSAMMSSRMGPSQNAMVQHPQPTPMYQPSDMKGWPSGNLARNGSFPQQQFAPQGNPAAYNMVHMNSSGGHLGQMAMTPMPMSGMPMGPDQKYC
UBC9 SUMO inh – blocks human SUMOylation mediated by UBC9; HTRF SUMOylation assay, SAE1/SAE2 + UBC9, in vitro; AID 2006; P63279; inhibition, % at 35 µM; hit rate 0.36% among 290,000; in the data active = inhibition above about 50%, passing the limit was not always enough; note: strong numbers were not always called active
IDE cell activ – IDE (human) activation, cell-based. HEK cells, FAbeta-B cleavage, fluorescence polarization; 0% vehicle, 100% cell-free pure enzyme wells. activation, % at 5.96 µM. hit rate 0.073% among 340,000. AID 493087;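 active = activation above the mean of all tested compounds plus 3 SD, set per screening campaign, cut at about 17% in these data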
MEKK3 PB1 HTS – modulators (inhibitors or enhancers) of MEK5 binding to human MEKK3 PB1 domain. hit rate 1.4% among 290,000. AID 1529. Q99759. bead-based flow cytometry, Alexa488-MEK5 binding to MEKK3; actives lie on both sides; 0 = blocked by unlabeled MEK5, 100 = vehicle. binding response (% of control), % at 10 µM;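 active = binding response more than 3 SD above or below the average of its plate-row segment, actives on both sides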;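 note: Alexa488 bead fluorescence after subtracting the streptavidin-only scavenger bead signal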
FID counter – fluorescent intercalator displacement, NS3 helicase counter-screen. DNA fluorescent intercalator displacement, fluorescence. inhibition, % at 7.9 µM. hit rate 0.17% among 290,000; in the data active = inhibition above about 37%;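 note: 0% = vehicle and 100% = reference compound; higher means more ethidium bromide displaced from hairpin DNA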
* = called active by the depositor; / = no result given. Not all compounds are listed; rates above refer to the full screens.

SMILES | IMP-1 inhibitor | NS3 helicase inh | VIM-2 inh | PHOSPHO1 block | pCIP destab | UBC9 SUMO inh | IDE cell activ | MEKK3 PB1 HTS | FID counter
COc1ccc(C(=O)NN=C2CCCC2)c(OC)c1 | 0.4 | -3 | -0.3 | -9 | 8 | 3 | 2 | 102 | -26
CCOC(=O)N1CCN(C(=O)CN(c2ccc(C)c(C)c2)S(=O)(=O)c2ccccc2)CC1 | -2.4 | 0 | -4.2 | -6 | -5 | 21 | -3 | 110 | -41
CCC(C)NC(=O)c1ccccc1NS(=O)(=O)c1ccc(OC)c(OC)c1 (stereo unspecified) | -2.7 | -1 | -0.8 | -28 | -19 | 13 | -3 | 101 | -2
CCc1ccccc1N1C(=O)CN(Cc2cc(OC)c(OC)c(OC)c2)C1=S | -3.9 | -12 | -2.5 | -11 | 8 | -7 | 5 | 101 | -37
CC(C)(CO)Nc1ncnc2onc(-c3ccc(F)cc3)c12 | -2.0 | -8 | -1.3 | 42 | 0 | -6 | -3 | 109 | -7
Cc1cc(NC(C)c2ccccc2)n2ncc(-c3ccccc3)c2n1 (stereo unspecified) | -1.2 | -26 | 0.7 | 16 | 7 | 4 | 4 | 105 | -13
COC(=O)c1cnc(SCC(=O)c2ccccc2)n1C | -2.0 | 4 | -0.1 | 14 | 8 | 10 | 1 | 98 | -4
O=C(CNCC1CCCO1)NCc1ccco1 (stereo unspecified) | -3.5 | 2 | -5.1 | 49 | -15 | -1 | -3 | 105 | 3
Cc1oc2c(CN3CCCCC3)c(O)ccc2c(=O)c1-c1ccc(Br)cc1 | 0.1 | -10 | -0.8 | 20 | 0 | 35 | -1 | 101 | -2
O=C(Nc1ccc2c(c1)C(=O)N(c1ccccc1)C2=O)C1CCCO1 (stereo unspecified) | -5.6 | 0 | -3.3 | -1 | 6 | 6 | 2 | 97 | -7
O=C(CN1C(=O)C2C3C=CC(C3)C2C1=O)Nc1ccc(C(=O)O)cc1 (stereo unspecified) | -2.2 | -3 | -1.2 | 42 | -7 | -17 | 1 | 102 | 1
CSc1nnc(-c2ccc(S(=O)(=O)N3CCOCC3)cc2)n1CC1CCCO1 (stereo unspecified) | -2.1 | -5 | -2.4 | 14 | -2 | 22 | 6 | 92 | -7
COc1ccc2[nH]c3c(=O)n(N)c(C)nc3c2c1 | -3.3 | 1 | 0.9 | -15 | -13 | 18 | -3 | 136* | 0
CCOC(=O)c1sc(NC(=O)C(C)(C)C)cc1C | -2.5 | -2 | -0.5 | 30 | 0 | 12 | 5 | 98 | -10
CN(C)C(/C=C/Nc1cccc(Br)c1)=C(C#N)C#N | -2.4 | 5 | -1.9 | 7 | 5 | 8 | / | 100 | -4
CC(C)(C)C(=O)NCCCc1ccccc1 | -1.4 | -3 | -2.0 | 15 | -4 | 10 | 1 | 98 | -1
COc1cc(-c2nnc(SCC(=O)N3CCCC3)o2)cc(OC)c1OC | -7.5 | -3 | -1.9 | 31 | -3 | 2 | 3 | 100 | -18
CC(C)c1ccc(OCC(=O)Nc2cccc(C(=O)Nc3ccccc3C(=O)O)c2)cc1 | -0.8 | -9 | -0.4 | 21 | -5 | 33 | 5 | 100 | 6
CCOC(=O)c1c(C)n(C)c2ccc(OCC(O)CNC(CC)CO)cc12 (stereo unspecified) | -3.8 | -14 | 7.2 | 18 | -6 | -30 | 1 | 103 | 9
O=C(NNC(=O)c1sc2cccc(Cl)c2c1Cl)NC1CCCCC1 | -3.4 | 1 | -1.7 | 30 | -2 | -20 | 4 | 103 | -7
Cc1ccc(NC(=O)c2ccc3c(c2)OCCO3)cc1S(=O)(=O)Nc1cccc(Cl)c1 | -3.4 | 2 | -3.8 | -6 | -14 | -16 | 5 | 100 | -5
Cn1c(=O)c2c(nc(NC(Cc3ccccc3)C(=O)O)n2Cc2ccccc2)n(C)c1=O (stereo unspecified) | -1.4 | -3 | -2.1 | 21 | -5 | 26 | 0 | 107 | -3
COc1ccc(OC)c(N(CC(=O)N2CCC(C)CC2)S(=O)(=O)c2ccc(OC)c(OC)c2)c1 | -2.4 | 3 | -0.1 | 18 | -2 | 6 | 0 | 104 | -37
COc1ccccc1N1CCN(S(=O)(=O)c2ccc3c(c2)oc(=O)n3C)CC1 | 2.0 | 11 | 1.6 | 45 | 9 | 3 | 2 | 100 | -26
CN1CCN(C(=O)C2=C[C@H](c3ccc(C(F)(F)F)cc3)C[C@H](OCc3ccc(CO)cc3)O2)CC1 | -0.3 | -49 | 0.3 | 8 | 13 | -7 | 1 | 98 | 14

Reformatted with two lines to a compound: 6 of the compounds above.
Order of results: IMP-1 inhibitor | NS3 helicase inh | VIM-2 inh | PHOSPHO1 block | pCIP destab | UBC9 SUMO inh | IDE cell activ | MEKK3 PB1 HTS | FID counter
- CCOC(=O)N1CCN(C(=O)CN(c2ccc(C)c(C)c2)S(=O)(=O)c2ccccc2)CC1
 : -2.4 | 0 | -4.2 | -6 | -5 | 21 | -3 | 110 | -41
- CCC(C)NC(=O)c1ccccc1NS(=O)(=O)c1ccc(OC)c(OC)c1 (stereo unspecified)
 : -2.7 | -1 | -0.8 | -28 | -19 | 13 | -3 | 101 | -2
- CCc1ccccc1N1C(=O)CN(Cc2cc(OC)c(OC)c(OC)c2)C1=S
 : -3.9 | -12 | -2.5 | -11 | 8 | -7 | 5 | 101 | -37
- CC(C)(CO)Nc1ncnc2onc(-c3ccc(F)cc3)c12
 : -2.0 | -8 | -1.3 | 42 | 0 | -6 | -3 | 109 | -7
- Cc1cc(NC(C)c2ccccc2)n2ncc(-c3ccccc3)c2n1 (stereo unspecified)
 : -1.2 | -26 | 0.7 | 16 | 7 | 4 | 4 | 105 | -13
- COC(=O)c1cnc(SCC(=O)c2ccccc2)n1C
 : -2.0 | 4 | -0.1 | 14 | 8 | 10 | 1 | 98 | -4

Continued:
SMILES | IMP-1 inhibitor | NS3 helicase inh | VIM-2 inh | PHOSPHO1 block | pCIP destab | UBC9 SUMO inh | IDE cell activ | MEKK3 PB1 HTS | FID counter
Cc1cccc2nc(-c3ccccc3)nc(N[C@@H](CO)c3ccccc3)c12 | 0.1 | -21 | -0.2 | -13 | -23 | -36 | 4 | 98 | -2
O=C(Nc1ccccc1F)c1ccc2ncsc2c1 | -2.3 | 1 | -0.8 | 14 | -15 | 11 | -4 | 110 | -4
COc1c2c(c(C)c3c1C(=O)OC3)O[C@@]1(C)CC[C@@]3(O)C(C)(C)OC(=O)CC[C@]3(C)[C@H]1C2 | / | / | / | 27 | 1 | -16 | 6 | 96 | /
CCOC(=O)/C=c1\s/c(=C\c2ccc(C#N)cc2)c(=O)n1CC(=O)NCc1ccco1 | -3.7 | -11 | -2.4 | 17 | 6 | 11 | -2 | 91 | 1
CSc1nnc(-c2ccco2)c(-c2ccco2)n1 | -2.8 | 37* | -0.9 | -32 | -7 | / | 2 | 97 | -10
CCNc1ccc(C(=O)OCC(=O)NC(C)c2ccccc2)cc1[N+](=O)[O-] (stereo unspecified) | -4.3 | -2 | 0.2 | 14 | -5 | 4 | 2 | 98 | -1
Cn1c(SCC(=O)N2CCCC2=O)nc2ccccc21 | -2.2 | -4 | -0.8 | 32 | -4 | 18 | 8 | 105 | 2
Cc1ccccc1N(Cc1nnc2n1CCCCC2)C(=O)Nc1ccccc1 | -3.4 | -1 | -1.8 | -3 | -5 | -6 | -5 | 104 | -11
Cc1ccc(-c2cc3nc4c(c(=O)n3[nH]2)CCCC4)cc1 | -2.8 | 1 | -1.9 | / | / | / | -1 | 111 | -1
COc1ccc2cc(CCNC(=O)c3cc4ccccc4o3)c(=O)[nH]c2c1 | 1.3 | -6 | -0.9 | -7 | -4 | -5 | -7 | 102 | -44
CN(C(=O)c1ccc(NC(=O)Cc2ccccc2)cc1)c1ccccc1 | -1.8 | 13 | -1.4 | 35 | -21 | 5 | 4 | 104 | -43
COc1ccc(S(N)(=O)=O)cc1C(=O)NCCCN1CCN(c2ccc(C)cc2)CC1 | -3.3 | 9 | -1.4 | -4 | -3 | 11 | -3 | 102 | 15
O=C(Nc1ccc(F)cc1)c1ccc2c(=O)n(CC3CCCO3)c(=S)[nH]c2c1 (stereo unspecified) | -2.5 | 10 | -3.0 | 24 | -22 | -7 | -2 | 102 | -12
CCc1nc2c(nnn2Cc2ccc(F)cc2)c(=O)[nH]1 | 0.2 | 2 | -2.9 | 3 | -5 | -25 | 5 | 91 | -1
Cc1ccc(C(=O)N2CCN(S(=O)(=O)c3ccc(C)c([N+](=O)[O-])c3)C2)cc1 | -2.6 | -6 | -2.5 | 48 | 4 | -2 | 0 | 91 | -5
CN(C)c1ccc(Nc2cc(Cl)ncn2)cc1 | -2.0 | 10 | 0.8 | 39 | 1 | -6 | 8 | 102 | 2
Cn1c(=O)c2c(nc(NCCCO)n2CCc2ccccc2)n(C)c1=O | -2.1 | 3 | -3.1 | -1 | -4 | 10 | 5 | 101 | -14
Cc1cc(NS(=O)(=O)c2ccc(NC(=O)COc3ccccc3Cl)cc2)no1 | -4.2 | 10 | -4.6 | 32 | -7 | 22 | -1 | 97 | -36
O=S1(=O)[C@H]2C[C@@H]3CC[C@]2(CN1Cc1cccc(F)c1)O3 | / | / | / | 18 | -3 | 6 | 0 | 94 | /
Cc1nn(C)c(C)c1CN(C)C(=O)c1cc2n(n1)C(C(F)(F)F)CC(c1cccs1)N2 (stereo unspecified) | -2.9 | 3 | -2.2 | -3 | -8 | -10 | -5 | 92 | -40
COc1cccc(CNC(=O)CCC2CCCN(C(=O)c3ccccc3N(C)C)C2)c1 (stereo unspecified) | -1.6 | -2 | -1.7 | 10 | 5 | 23 | 4 | 108 | -13
Cc1ccc(NC(=O)COC(=O)c2ccccc2-c2nc3ccccc3s2)c(C)c1 | -3.9 | -10 | -4.8 | -11 | -1 | -30 | 3 | 108 | -13
O=C(Cn1cnc2c(nnn2Cc2ccc(F)cc2)c1=O)Nc1ccccc1 | -3.4 | 7 | -2.8 | 56 | -16 | 11 | -4 | 107 | 1
Fc1ccc2[nH]c3c(NCc4ccccc4)ncnc3c2c1 | -1.8 | 11 | -5.8 | 20 | -22 | -3 | -24 | 101 | 3
NNc1nc2c(F)cc(F)cc2s1 | -4.5 | 10 | -1.9 | 2 | 5 | -4 | -3 | 98 | 0
CC(C)n1nnnc1SCC(=O)Nc1ccccc1F | -3.6 | 11 | -3.2 | 24 | 0 | -3 | 0 | 107 | -2
